# Screening data from PubChem.
# TCR act: activators of T cell receptors; primary human leukocytes, anti-CD3, IL-2 HTRF, 48 h; Potency, µM (titrated, usually from 9.22 µM), for the others: at the top dose activation of IL-2 secretion, hits mostly activators; 330,000 tested, under 10 active; AID 504894; note: % of control where 0% means no effect
#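 Compounds are tested in HTS on primary human leukocytes co-incubated with a-CD3 beads for 48 hr. IL-2 output is measured by time-resolved FRET.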
# Menin-MLL TR inh: inhibitors of human menin-MLL interaction, mutant MLL peptide; Menin + Texas Red MLL mutant peptide, fluorescence polarization; Potency, µM (top dose mostly 61.6 µM), for inactives: top-dose FP activity change, negative = inhibition, actives largely listed as inhibitors; 270,000 tested, 0.23% active; AID 1768; active = well fitted inhibition curve with a large enough effect in the polarisation, with a control signal flat, not every such curve was filed as active; inconclusive = small, poorly fitted or top-dose-only effect, or effect the other way, or a change in a side signal; inactive = no such curve, though single readings can be large or run the other way; the % refers to the polarisation; note: potency is the fitted concentration of half-maximal effect; % of control where 0% means no effect; many of its hits are not listed in these tables
# MLL CXXC-DNA inh: blocks binding of human MLL CXXC domain to DNA; Potency, µM (highest dose often 115 µM), for inactives: at the top dose activity change, negative = inhibition, usual class: inhibitors; AID 2662; MLL-CXXC / FITC-HOXA9 DNA fluorescence polarization; Q03164; 290,000 tested, 0.037% active; active = well fitted inhibition curve with a large enough effect in the polarisation, with a control signal flat, not every such curve was filed as active; inconclusive = small, poorly fitted or top-dose-only effect, or effect the other way, or a change in a side signal; inactive = no such curve, though single readings can be large or run the other way; the % refers to the polarisation; note: potency is the fitted concentration of half-maximal effect
#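 Purified MLL-CXXC (added from a 7 uM solution) was preincubated 5 min at ambient with pinned compounds in 50 mM Tris-HCl pH 7.5, 50 mM NaCl, 1 mM DTT, 0.05% BSA. Fluorescein-labeled HOX-A9 DNA (50 nM solution) followed, 30 min, then polarization read.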
# TSHR antag: antagonists of human thyroid stimulating hormone receptor; P16473; TSHR-expressing cells, TSH-stimulated cAMP HTRF, 2 h; active compounds read low; activity change, negative = inhibition, % at 11.5 µM; 330,000 tested, 0.2% active; AID 504810;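 active = activity change below a set negative limit, meaning inhibition stronger than a set level, cut at about -70% in these data; inconclusive = activity change between two set negative limits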; note: % is set by controls: 0 for no effect and ±100 for the full control effect
#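 Read-out is FRET at 665 nm (cryptate excitation 337 nm) from a cryptate-tagged anti-cAMP antibody, competed by cell cAMP against cAMP-d2. Compounds are tested on freshly harvested TSHR cells challenged with 4nM TSH (EC80) for 2 hours at 37 deg C.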
# S-ASM inh: human S-ASM enzyme inhibition. P17405. placental ASM, HMU-PC fluorogenic substrate, 60 min. Potency, µM (highest dose often 57.5 µM), for the others: top-dose activity change, negative = inhibition, hits mostly inhibitors. 340,000 tested, 0.006% active. AID 504937; note: potency is the fitted concentration of half-maximal effect
# Target sequence (P17405 47-631 limits assumed): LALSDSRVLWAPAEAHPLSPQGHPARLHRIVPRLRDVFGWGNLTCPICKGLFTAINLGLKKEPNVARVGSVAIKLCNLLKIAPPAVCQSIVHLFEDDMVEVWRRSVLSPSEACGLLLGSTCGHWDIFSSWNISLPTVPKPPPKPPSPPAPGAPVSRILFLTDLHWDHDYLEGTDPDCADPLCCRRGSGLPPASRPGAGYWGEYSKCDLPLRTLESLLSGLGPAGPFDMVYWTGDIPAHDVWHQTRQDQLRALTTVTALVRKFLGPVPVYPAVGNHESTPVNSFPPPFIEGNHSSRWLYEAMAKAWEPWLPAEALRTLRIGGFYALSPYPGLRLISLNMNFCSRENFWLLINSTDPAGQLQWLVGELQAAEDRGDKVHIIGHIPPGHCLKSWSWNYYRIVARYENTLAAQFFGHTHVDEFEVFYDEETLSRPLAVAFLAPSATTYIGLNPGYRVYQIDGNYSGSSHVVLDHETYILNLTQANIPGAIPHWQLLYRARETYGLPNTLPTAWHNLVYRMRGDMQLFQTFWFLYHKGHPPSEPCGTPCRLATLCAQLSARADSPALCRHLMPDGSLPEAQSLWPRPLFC
#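 Human placenta-derived ASM enzyme was preincubated with compound for 10 minutes at room temperature, then given fluorogenic substrate HMU-PC0 (9 uM final) for 60 minutes at 37 °C; a pH 10 stop preceded fluorescence reading at Ex 386/Em 447 nm.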
# TSG101-PTAP inh: blocks PTAP/TSG101 interaction to inhibit HIV-1 budding | Q99816 | Fluorescence polarization, FITC-PTAP peptide / Tsg101 binding | Potency, µM (doses to about 115 µM), for inactives: at the top dose activity change, negative = inhibition, actives largely listed as inhibitors | 340,000 tested, under 10 active | AID 493005; active = well fitted inhibition curve with a large enough effect in the main read-out, with a control signal flat, not every such curve was filed as active; inconclusive = small, poorly fitted or top-dose-only effect, or effect the other way, or a change in a side signal; inactive = no such curve, though single readings can be large or run the other way; note: potency is the fitted concentration of half-maximal effect; % of control where 0% means no effect
# Target sequence (Q99816 whole entry, looked up): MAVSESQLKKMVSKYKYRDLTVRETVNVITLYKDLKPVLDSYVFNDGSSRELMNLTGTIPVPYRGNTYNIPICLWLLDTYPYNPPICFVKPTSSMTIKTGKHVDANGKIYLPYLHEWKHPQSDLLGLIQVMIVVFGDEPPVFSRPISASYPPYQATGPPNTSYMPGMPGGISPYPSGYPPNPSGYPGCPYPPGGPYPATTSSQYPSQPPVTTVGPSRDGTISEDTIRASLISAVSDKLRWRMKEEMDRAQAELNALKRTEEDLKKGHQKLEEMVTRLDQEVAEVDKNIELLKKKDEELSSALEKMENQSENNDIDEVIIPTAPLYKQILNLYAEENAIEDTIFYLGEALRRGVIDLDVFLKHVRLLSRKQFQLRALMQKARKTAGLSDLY
#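 Compounds were pin-transferred onto Tsg101 binding domain (10 uM final) in HEPES pH 7.5 buffer, then FITC-PTAP peptide was added at 50 nM final. After 20 min at RT, polarization reported peptide displacement across a qHTS concentration series.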
# Mito fusion yeast: blocks mitochondrial division or promotes mitochondrial fusion; 320,000 tested, 0.23% active; S. cerevisiae fusion-defective mutant growth rescue, CellTiterGlo 48 h; Potency, µM (titrated, usually from 46.1 µM), without a hit: at the top dose growth rescue (activation), most hits filed as activators;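 note: potency is the fitted concentration of half-maximal effect; % of control where 0% means no effect; nearly all actives have a fitted effect of over 45% in size; temperature-sensitive fusion mutants such as fzo1-1 at 37 °C on non-fermentable ethanol glycerol medium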
#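 S. cerevisiae fusion-defective temperature-sensitive mutants (e.g. fzo1-1, mgm1-5) grown 48 h at 37C in YPEG (ethanol/glycerol non-fermentable) medium with 23 nl compound per well; growth rescue read as CellTiterGlo luminescence.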
# MBNL1-CUG inh: inhibitors of human MBNL1 binding to CUG repeat RNA. 280,000 tested, 0.036% active. TR-FRET MBNL1-His/biotin-(CUG)12 binding, 665/545 ratio. Q9NR56. AID 2675. Potency, µM (highest dose often 57.5 µM), for inactives: at the top dose activity change, negative = inhibition, usual class: inhibitors; active = well fitted inhibition curve with a large enough effect in the signal ratio, with a control signal flat, not every such curve was filed as active; inconclusive = small, poorly fitted or top-dose-only effect, or effect the other way, or a change in a side signal; inactive = no such curve, though single readings can be large or run the other way; the % refers to the signal ratio; note: potency is the fitted concentration of half-maximal effect; % is set by controls: 0 for no effect and ±100 for the full control effect
#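 Inhibition of protein-RNA binding appears as loss of TR-FRET between terbium anti-His antibody on MBNL1-His and streptavidin-XL665 on biotin-(CUG)12. Activity is normalized to buffer-only and uninhibited-complex controls.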
# Integrin act MD: integrin-mediated muscular dystrophy alleviation activation | alpha7betagal myoblasts, beta-gal FDG fluorescence, 48 h | Potency, µM (highest dose often 38.3 µM), for the others: top-dose activation, hits mostly activators | 350,000 tested, 0.064% active | AID 624291;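 note: potency is the fitted concentration of half-maximal effect; 100% = response of the positive control SU9516; nearly all actives have a fitted effect of over 60% in size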
#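 Alpha7betagal+/- myoblasts (passage 13) were plated 16-24 hr, then exposed to compounds (1:260 dilution of DMSO stock) for 48 hours at 37C. After MPER lysis, β-galactosidase reporter activity was read as FDG fluorescence (ex 480/em 540) after 30 minutes.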
# A-T KAP1 phos: potential ataxia-telangiectasia treatment. […] A-T fibroblasts, KAP-1 phosphorylation AlphaLISA; neocarzinostatin DNA damage 30 min before lysis. Potency, µM (series often up to 57.5 µM), without a hit: top-dose activation, most hits filed as activators. 320,000 tested, 0.19% active. AID 485349; note: potency is the fitted concentration of half-maximal effect; % of control where 0% means no effect; nearly all actives have a fitted effect of over 45% in size
#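 hTERT-immortalized A-T patient fibroblasts ([…]), 500 cells/well in OPTI-MEM, 1% FBS, got compounds for 60 min, then NCS for 30 min at 37C. Lysates were then assayed for phospho-KAP-1 by AlphaLISA (anti-pKAP1 donor, anti-KAP1 acceptor beads), 6 hr at 25C.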
# Numbers without * were called inactive; ? = inconclusive; / = not tested or not shown; [ ] = dose if it differs, or a comment. Unless noted, calls come from the whole dose curve; as a rule, active = well fitted curve in the direction sought with a large enough effect; inconclusive = small, poorly fitted or top-dose-only effect, or another doubt; inactive = no such curve, though single readings can be large; an effect the other way counts as inactive or inconclusive. This is a subset (hit frequency here may not be typical).
SMILES,TCR act,Menin-MLL TR inh,MLL CXXC-DNA inh,TSHR antag,S-ASM inh,TSG101-PTAP inh,Mito fusion yeast,MBNL1-CUG inh,Integrin act MD,A-T KAP1 phos
COc1cc(OC)c(NC(=O)c2sc3ncn(CC(=O)N4CCOCC4)c(=O)c3c2C)cc1Cl,4%,/,-1%,-1,-3%,-5%,1%,-3%,-12%,14%
C=CCN(CC=C)C(=O)c1ccc(OC2CCN(C(C)=O)CC2)c(OC)c1,-1%,-1%,1%,-4,4%,-7%,-2%,2%,9%,-4%
O=C(Nc1ccccc1NC(=O)c1c(F)c(F)c(F)c(F)c1F)c1c(F)c(F)c(F)c(F)c1F,2%,23%,8%,-47,-3%,-5%,-1%,1%,-3%,-9%
COc1ccc(OCCCC(=O)OCC(=O)Nc2sccc2C(N)=O)cc1,1%,/,/,-7,-3%,-7%,13%,/,-24%,-4%
CCC(=O)N1CCN(c2ccc(NC(=O)c3cccs3)cc2)CC1,5%,12%,3%,0,-3%,-4%,2%,-16%,1%,-4%
C[C@@H](C(=O)NC1CCCC1)N1C(=O)N2CCc3c([nH]c4ccccc34)[C@@]2(C)C1=O,3%,-19%,0%,-7,-1%,-5%,7%,-1%,-16%,-1%
O=C(CCOc1ccccc1)Nc1ccc([N+](=O)[O-])cc1,-3%,?,8%,-8,-1%,-1%,0%,/,6%,-5%
O=C(NCC(c1cccs1)N1CCOCC1)c1cnc(Cl)c(Cl)c1 (stereo not drawn),5%,/,/,-36,3%,5%,/,/,0%,-9%
CCOC(=O)C1CCN(S(=O)(=O)c2ccc3c(c2)CCN3C(C)=O)CC1,-7%,0%,7%,-10,2%,-1%,8%,0%,-23%,2%
COc1ccc(-n2cc(CNCCCn3ccnc3)c(-c3ccccc3Cl)n2)cc1,3%,-22%,6%,-4,4%,-1%,-7%,6%,-60%[inhibitor],-2%
Cc1ccccc1OCC(=O)Nc1ccc(C(=O)Nc2ccccc2C(=O)O)cc1,3%,/,5%,-1,-2%,-4%,0%,-5%,-42%,9%
COc1ccccc1Nc1ccc([N+](=O)[O-])cn1,5%,30%,2%,2,-11%,-5%,-1%,?,-2%,-4%
N=c1c(C(=O)NCc2ccco2)cc2c(=O)n3ccccc3nc2n1C1CCCC1,-3%,/,53%[activator],/,463%[activator],-2%,-4%,17%,15%,2%
COc1ccc(C2=NN(C(=O)c3ccccc3C(=O)O)C(c3ccccc3O)C2)cc1 (stereo not drawn),7%,2%,54%[activator],4,-12%,-1%,0%,7%,3%,-2%
Cc1cc(C)c(N=C2SCC(=O)N2Cc2ccco2)c(C)c1,3%,/,-3%,-10,22%,-9%,-14%,4%,-25%,4%
COc1ccccc1/C=N/NC(=O)c1ccccc1Cl,2%,3%,0%,13,4%,0%,0%,3%,-23%,-2%
COc1cccc(CN(C)C(=O)c2cccc(S(=O)(=O)N3CCN(c4ccc(F)cc4)CC3)c2)c1OC,-2%,/,/,-25,-1%,-8%,4%,/,-53%[inhibitor],3%
Cc1ccc(N2CC(c3nc4ccccc4n3C)CC2=O)cc1 (stereo not drawn),-4%,/,8%,-6,3%,-1%,-3%,4%,1%,-3%
Cc1ccc(/C=C/C(=O)OCC(=O)NCCN2C(=O)CSC2=O)cc1,3%,8%,21%,13,0%,2%,12%,21%,8%,1%
COc1ccc(N(CC(=O)Nc2c(C)n(C)n(-c3ccccc3)c2=O)S(=O)(=O)c2ccc(C)cc2)cc1,-5%,-23%,5%,-15,1%,-3%,2%,6%,?,-1%
N#Cc1ccc(COC(=O)CN2C(=O)NC3(CCCC3)C2=O)cc1,-2%,/,/,7,4%,0%,-7%,/,-6%,6%
NC(N)=NS(=O)(=O)c1ccc(N/C=C\C(=O)c2ccncc2)cc1,-15%,2%,1%,20,19%,0%,3%,?,6%,2%
CC(=O)Nc1ccc(SC[C@H](Cc2ccccc2)N2CC[C@@H](O)CCC2=O)cc1,-2%,/,/,2,3%,-2%,-1%,/,-25%,11%
CSc1ncnc2[nH]ccc12,-1%,/,/,/,1%,-5%,/,/,?,/
O=C(c1ccc(F)cc1)C(C(=O)N1CCCCC1)n1ccccc1=O (stereo not drawn),-6%,0%,5%,-2,3%,-2%,0%,-4%,8%,5%[11.5 µM]

# Molecules shown so far containing a COOH group (two):
SMILES,TCR act,Menin-MLL TR inh,MLL CXXC-DNA inh,TSHR antag,S-ASM inh,TSG101-PTAP inh,Mito fusion yeast,MBNL1-CUG inh,Integrin act MD,A-T KAP1 phos
Cc1ccccc1OCC(=O)Nc1ccc(C(=O)Nc2ccccc2C(=O)O)cc1,3%,/,5%,-1,-2%,-4%,0%,-5%,-42%,9%
COc1ccc(C2=NN(C(=O)c3ccccc3C(=O)O)C(c3ccccc3O)C2)cc1 (stereo not drawn),7%,2%,54%[activator],4,-12%,-1%,0%,7%,3%,-2%

# Further results follow:
SMILES,TCR act,Menin-MLL TR inh,MLL CXXC-DNA inh,TSHR antag,S-ASM inh,TSG101-PTAP inh,Mito fusion yeast,MBNL1-CUG inh,Integrin act MD,A-T KAP1 phos
CCOC(=O)CSc1nnc(CNc2ccccc2Cl)n1-c1ccccc1,3%,?,-2%,-17,7%,-2%,-1%,1%,-24%,-7%
COC(=O)c1ccc2c(c1)S(=O)(=O)NC(=NCCCN1CCOCC1)S2,-6%,8%,3%,-13,2%,-7%,0%,-6%,6%,-4%
COc1ccccc1C(=O)NC(=S)Nc1cc(C(=O)O)ccc1C,-3%,19%,-5%,-5,3%,1%,0%,-10%,16%,1%
CC(C)(C)NC(=O)NC(=O)CN1C(=O)NC(C)(c2ccccc2)C1=O (stereo not drawn),5%,-10%,-3%,3,1%,-5%,2%,-1%,9%,-2%
COc1cc2c(cc1NC(=O)/C=C/c1ccc([N+](=O)[O-])cc1)oc1ccccc12,-8%[46.1 µM],12%,-13%,1,5%,-6%,1%,/,19%,-2%
O=c1[nH]cc(COCc2ccccc2)c(=O)[nH]1,4%,18%,0%,0,2%,-6%,-1%,-5%,-9%,8%
O=C(O)C1C2C=CC(C2)C1C(=O)N1CCN(C/C=C/c2ccccc2)CC1 (stereo not drawn),-4%,-18%,-4%,8,-1%,-2%,-1%,8%,16%,-4%
NC(=O)c1c(NC(=O)C(=O)NCCCN2CCOCC2)sc2c1CCCC2,-1%,/,5%,-4,0%,0%,-1%,11%,23%,-9%
O=C(c1ccc2c(Cl)c3c(nc2c1)CCCC3)N1CCN(c2ccc(F)cc2)CC1,0%,2%,-8%,1,-25%,-1%,6%,0%,-7%,-6%
O=C(Nc1cccc(S(=O)(=O)N2CCCCC2)c1)C1CCC1,-3%,/,/,4,0%,1%,-3%,/,0%,1%
O=C(NNC(=O)C1C2CCC(C2)C1C(=O)O)c1cccc(Cl)c1 (stereo not drawn),0%,20%,2%,-2,0%,-13%,1%,-1%,2%,0%
COc1ccccc1N1CCN(C(=O)/C=C/c2ccc(C)cc2)CC1,-8%[46.1 µM],-12%,9%,6,-7%,-1%,4%,5%,-12%,6%
Cc1ccc(C(=O)NNC(=O)c2ccc(NS(=O)(=O)c3cccs3)cc2)s1,8%,/,/,15,3%,-13%,-3%,/,25%,-1%
CC1Sc2ccc(S(=O)(=O)CCC(=O)NC3CCCCCC3)cc2NC1=O (stereo not drawn),0%,-10%,0%,-2,-1%,-5%,1%,-1%,-29%,-4%

# Grouped by structure: the compounds so far containing fluorine (4)
SMILES,TCR act,Menin-MLL TR inh,MLL CXXC-DNA inh,TSHR antag,S-ASM inh,TSG101-PTAP inh,Mito fusion yeast,MBNL1-CUG inh,Integrin act MD,A-T KAP1 phos
O=C(Nc1ccccc1NC(=O)c1c(F)c(F)c(F)c(F)c1F)c1c(F)c(F)c(F)c(F)c1F,2%,23%,8%,-47,-3%,-5%,-1%,1%,-3%,-9%
COc1cccc(CN(C)C(=O)c2cccc(S(=O)(=O)N3CCN(c4ccc(F)cc4)CC3)c2)c1OC,-2%,/,/,-25,-1%,-8%,4%,/,-53%[inhibitor],3%
O=C(c1ccc(F)cc1)C(C(=O)N1CCCCC1)n1ccccc1=O (stereo not drawn),-6%,0%,5%,-2,3%,-2%,0%,-4%,8%,5%[11.5 µM]
O=C(c1ccc2c(Cl)c3c(nc2c1)CCCC3)N1CCN(c2ccc(F)cc2)CC1,0%,2%,-8%,1,-25%,-1%,6%,0%,-7%,-6%
